HP1b chromo inh: HP1-beta chromodomain-methylated histone interaction inhibition; Potency, µM (top dose mostly 114 µM), without a hit: at the top dose activity change, negative = inhibition, hits mostly inhibitors; AlphaScreen HP1-beta / biotin-H3K9me3 peptide binding; 390,000 compounds, 0.56% hits; P83916; also: potency is read from the fitted curve at half-maximal effect; nearly all actives have a fitted effect of over 70% in size; inactives centre near 23
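HP1-beta protein (50 nM final) preincubated 30 min at room temperature with biotinylated H3(1-18)K9me3 peptide (50 nM) in PBS pH 7.4, 0.01% Tween-20, then compound added for 30 min. AlphaScreen streptavidin donor/nickel chelate acceptor beads (10 ug/mL final), 30 min dark, luminescence read.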
GLS inhibitor: blocks human kidney-isoform glutaminase activity; Potency, µM (highest dose often 45.5 µM), inactives show at the highest dose activity change, negative = inhibition, usual class: inhibitors; GLS enzymatic activity, qHTS titration; 410,000 compounds, 0.21% hits; O94925; also: potency is read from the fitted curve at half-maximal effect; % is scaled to controls: 0 for no effect and ±100 for the full control effect
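Two-point fluorescence kinetic (t0, 30 min RT) for hKGA; glutamate detected via glutamate oxidase–HRP–Amplex Red. Substrate: 1 mM L-glutamine solution; buffer 45 mM KH2PO4, pH 8.2.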
POLH inh: inhibitors of human DNA polymerase eta; Potency, µM (series often up to 114 µM), for the others: at the highest dose activity change, negative = inhibition, usual class: inhibitors; 390,000 compounds, 1.2% hits; AID 588591; Q9Y253; recombinant Pol eta, fluorescent DNA replication assay; also: potency is read from the fitted curve at half-maximal effect; % is scaled to controls: 0 for no effect and ±100 for the full control effect
Target sequence (Q9Y253 whole entry, looked up): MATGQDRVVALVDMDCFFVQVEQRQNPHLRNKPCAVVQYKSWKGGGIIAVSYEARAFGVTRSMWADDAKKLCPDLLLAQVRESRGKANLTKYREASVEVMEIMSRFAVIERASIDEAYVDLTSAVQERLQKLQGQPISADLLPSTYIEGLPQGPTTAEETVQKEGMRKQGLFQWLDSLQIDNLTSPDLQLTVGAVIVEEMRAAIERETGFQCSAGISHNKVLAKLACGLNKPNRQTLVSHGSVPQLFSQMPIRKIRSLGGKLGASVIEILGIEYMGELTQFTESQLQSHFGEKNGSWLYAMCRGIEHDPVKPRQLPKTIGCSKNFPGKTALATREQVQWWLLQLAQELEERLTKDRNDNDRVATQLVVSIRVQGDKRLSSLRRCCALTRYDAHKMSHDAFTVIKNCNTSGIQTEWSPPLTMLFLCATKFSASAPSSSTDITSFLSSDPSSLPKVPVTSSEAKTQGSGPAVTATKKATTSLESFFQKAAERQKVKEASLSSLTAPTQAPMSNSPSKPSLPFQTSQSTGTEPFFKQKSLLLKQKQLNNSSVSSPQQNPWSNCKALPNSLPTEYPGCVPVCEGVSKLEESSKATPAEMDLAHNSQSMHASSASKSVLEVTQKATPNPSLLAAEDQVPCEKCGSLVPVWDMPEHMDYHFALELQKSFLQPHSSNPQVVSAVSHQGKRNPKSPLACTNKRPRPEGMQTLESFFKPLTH
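Pol eta (10 nM) was preincubated with compounds for 15 min at room temperature, after which fluorescent replication substrate (50 nM final) was added to start the reaction. Fluorescence was read kinetically at 0 and 10 min.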
Pin1 inh: human Pin1 inhibition; 390,000 compounds, 0.009% hits; Q13526; Pin1 FP peptide displacement, HiFluor488, 10 min; Potency, µM (doses to about 115 µM), for the others: top-dose activity, negative = inhibition, actives largely listed as inhibitors; active = well fitted inhibition curve with a large enough effect in the polarisation, with a control signal flat, not every such curve was filed as active; inconclusive = small, poorly fitted or top-dose-only effect, or effect the other way, or a change in a side signal; inactive = no such curve, though single readings can be large or run the other way; the % refers to the polarisation; also: potency is read from the fitted curve at half-maximal effect; % is scaled to controls: 0 for no effect and ±100 for the full control effect
PGK inhibitor: blocks T. brucei phosphoglycerate kinase; P07378; PGK/GAPDH coupled, Kinase-Glo luminescence, 60 min; Potency, µM (top dose mostly 57.5 µM), inactives show at the highest dose activity change, negative = inhibition, most hits filed as inhibitors; 380,000 compounds, 0.043% hits; also: potency is read from the fitted curve at half-maximal effect; % is scaled to controls: 0 for no effect and ±100 for the full control effect; nearly all actives have a fitted effect of over 60% in size
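Recombinant glycosomal PGK reaction used 1,3-bisphosphoglycerate generated in-well by GAPDH (100nM final) in 100mM TEA pH 7.6, 5mM MgCl2, 0.01% Tween-20. After 60 minutes at room temperature, ATP was read by Kinase-Glo Plus luminescence end-point.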
G9a block: inhibitors of human histone lysine methyltransferase G9a. Q96KQ7. G9a H3K9 monomethylation, AlphaScreen, 2 h. Potency, µM (highest dose often 102 µM), for the others: top-dose activity, negative = inhibition, hits mostly inhibitors. 350,000 compounds, 8.8% hits. AID 504332; also: potency is read from the fitted curve at half-maximal effect; % is scaled to controls: 0 for no effect and ±100 for the full control effect; nearly all actives have a fitted effect of over 75% in size
Target sequence (Q96KQ7 913-1193 limits assumed): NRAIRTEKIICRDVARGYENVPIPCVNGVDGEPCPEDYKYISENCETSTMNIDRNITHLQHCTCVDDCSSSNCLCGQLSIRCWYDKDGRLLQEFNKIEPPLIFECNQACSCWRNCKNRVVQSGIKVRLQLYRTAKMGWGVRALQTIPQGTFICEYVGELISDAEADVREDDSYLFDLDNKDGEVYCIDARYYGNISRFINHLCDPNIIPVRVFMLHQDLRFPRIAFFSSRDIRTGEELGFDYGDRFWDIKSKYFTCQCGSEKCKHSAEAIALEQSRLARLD
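AlphaScreen read-out: biotin-H3K9 peptide (500 nM) methylation by 20 nM enzyme with 20 uM SAM, 2 h at room temperature after 15 min compound preincubation; anti-monomethyl H3K9 antibody plus donor/acceptor beads, 10 min dark.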
PI4K2A inh: PI4K2A (human) kinase inhibition; Q9BTU6; purified PI4K2A, ADP-Glo luminescence, 1 h; active compounds read low; activity change, negative = inhibition, % at 76.9 µM; 420,000 compounds, 0.13% hits; AID 1346378; in the data active = activity change below about -50%; inconclusive = mostly about -30% to -49%;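 also: -100% = wells without enzyme as full effect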
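PI4K2A activity was measured by ADP-Glo luminescence: enzyme (4 ug/mL stock) and phosphatidylinositol (1.2 mM stock) in Tris pH 7.5/MgCl2/EGTA/Triton X-100 buffer were reacted with ATP (300 microM stock) for one hour at ambient temperature.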
BAZ2B inh: inhibitors of human BAZ2B bromodomain. AlphaScreen BAZ2B-H3K14Ac peptide displacement. Potency, µM (doses to about 114 µM), for the others: top-dose activity change, negative = inhibition, usual class: inhibitors. 360,000 compounds, 4.4% hits; also: potency is read from the fitted curve at half-maximal effect; % is scaled to controls: 0 for no effect and ±100 for the full control effect; nearly all actives have a fitted effect of over 60% in size
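Inhibition is scored as reduced AlphaScreen emission. The BAZ2B/b-H3(5-23)K14Ac complex (50 nM each) in PBS pH 7.4, 0.01% Tween-20 meets compound (up to 110 uM) for 30 min at RT before bead addition.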
JMJD2A Tudor inh: JMJD2A Tudor domain (human) inhibition; Potency, µM (titrated, usually from 114 µM), for inactives: at the highest dose activity change, negative = inhibition, hits mostly inhibitors; 390,000 compounds, 4.4% hits; AID 504339; AlphaScreen JMJD2A-Tudor / H3K4me3 peptide binding; also: potency is read from the fitted curve at half-maximal effect; % is scaled to controls: 0 for no effect and ±100 for the full control effect; nearly all actives have a fitted effect of over 50% in size
An asterisk follows results filed as active; i = inactive; ? = inconclusive; nt = not tested or not shown; [ ] = remark or other dose. Unless noted, calls follow the shape of the dose curve; as a rule, active = well fitted curve in the direction sought with a large enough effect; inconclusive = small, poorly fitted or top-dose-only effect, or another doubt; inactive = no such curve, though single readings can be large; an effect the other way counts as inactive or inconclusive. The list is partial. The share of hits here may be higher or lower than overall.

Pin1 inh	JMJD2A Tudor inh	HP1b chromo inh	PI4K2A inh	Compound	POLH inh	GLS inhibitor	G9a block	BAZ2B inh	PGK inhibitor
-1%	?	-10%	-9	CN(C)CCCN(C(=O)c1ccc(S(=O)(=O)N(C)Cc2ccccc2)cc1)c1nc2c(F)cccc2s1	-12%	-6%	-6%	?	-4%
6%	-8%	19%	-1	COc1ccc(NC(=O)CN(c2ccccc2OC)S(=O)(=O)c2cccs2)cc1Cl	-11%	8%	nt	nt	-1%
8%	87%[activator]	197%[activator]	2	CCN(CC)c1ccc2cc(S(=O)(=O)c3ccc(C)cc3)c(=O)oc2c1	-27%	-3%	51%[59 µM]	45%[activator]	-2%
-3%	-3%	12%	1	COc1cc(/C=N/NC(=O)CNS(=O)(=O)c2ccc(C)cc2)cc(OC)c1OC	-13%	1%	nt	nt	4%
-5%	-12%	43%	47	COC(=O)CCCC(=O)N1CCC(CCC(=O)NCc2ccc(F)cc2)CC1	-12%	-4%	-6%	-2%	-5%
1%	-16%	14%	7	Cc1ccc(-c2csc3ncn(CC(N)=O)c(=O)c23)cc1C	-22%	-17%	-10%	-3%	-6%
-9%	4%	14%	-6	CCc1ccc(OCC(=O)NC(=S)Nc2ccc(C)cc2C)c(Br)c1	-2%	-2%	49%[12.7 µM]	-2%	-11%[11.5 µM]
-5%	-19%	37%	3	CCOC(=O)c1[nH]c(C)c(C(=O)NC(C)CC)c1C (stereo not drawn)	-16%	-1%	?	8%	-4%
?	-31%	35%	-1	COc1ccc(C2C(C#N)=C(N)N(c3sc4c(c3C#N)CCCC4)C3=C2C(=O)CC(C)(C)C3)cc1OC (stereo not drawn)	-18%	-6%	-17%	?	9%
3%	-29%	15%	3	Cc1c(C)c2c(OCC(=O)N3CCC(C(N)=O)CC3)cc3c(c2oc1=O)CCC(C)(C)O3	-14%	1%	-6%[12.7 µM]	-28%	-2%

Pin1 inh	JMJD2A Tudor inh	HP1b chromo inh	PI4K2A inh	Compound	POLH inh	GLS inhibitor	G9a block	BAZ2B inh	PGK inhibitor
24%	-15%	19%	-17	COc1ccccc1CNC(=O)C(=O)NCC1OCCN1S(=O)(=O)c1ccc(Br)cc1 (stereo not drawn)	-7%	0%	nt	-5%	1%
2%	-22%	-9%	-5	O=C(CCn1c(=O)c2sccc2n(CC(=O)OCc2ccccc2)c1=O)NCc1ccco1	6%	9%	?	-12%	3%
?	?	-32%	-7	COc1cc(C=Nc2cccc(C)c2)c(O)c([N+](=O)[O-])c1	?	6%	-21%[59 µM]	50µM*	-19%
35%[activator]	?	?	-4	COc1ccc(CCN2CN(S(=O)(=O)c3ccc(OC)cc3)c3nc4ccccc4nc32)cc1	-20%	-4%	?	-4%	-6%
-11%	-10%	12%	-6	CC(=O)Nc1ccc(NC(=O)[C@@H](NC(=O)N2C[C@H]3C[C@@H](C2)c2cccc(=O)n2C3)C(C)C)cc1	-23%	1%	nt	14%	-1%
-2%	-14%	5%[57 µM]	3	CC(OC(=O)c1ccc2c(c1)NC(=O)CS2)C(=O)c1ccc(F)cc1 (stereo not drawn)	-17%	-1%	nt	nt	-9%
13%	-2%	24%	-6	CCNC(=S)Nc1ccc(Cl)c(C(F)(F)F)c1	-5%	5%	23%[59 µM]	10%	-3%
4%	?	-25%	-1	CCCn1c(N2CCC(Cc3ccccc3)CC2)nc2c1c(=O)[nH]c(=O)n2C	-19%	15%	1%[59 µM]	-11%	2%
-3%	2%	34%	-4	Cc1ccc(S(=O)(=O)N2CCCC2C(=O)NCc2ccncc2)cc1 (stereo not drawn)	-4%	6%	6%	-21%	-4%
2%	-7%	31%	0	COC(=O)c1cc2oc3ccccc3c2n1CC(=O)Nc1ccc(C)c(F)c1	4%	-2%	-2%[59 µM]	3%	-7%

BAZ2B inh: what is marked active above
Pin1 inh	JMJD2A Tudor inh	HP1b chromo inh	PI4K2A inh	Compound	POLH inh	GLS inhibitor	G9a block	BAZ2B inh	PGK inhibitor
?	?	-32%	-7	COc1cc(C=Nc2cccc(C)c2)c(O)c([N+](=O)[O-])c1	?	6%	-21%[59 µM]	50µM*	-19%

Further entries:
Pin1 inh	JMJD2A Tudor inh	HP1b chromo inh	PI4K2A inh	Compound	POLH inh	GLS inhibitor	G9a block	BAZ2B inh	PGK inhibitor
10%	?	8%	-10	O=C(Nc1nnc(-c2ccco2)o1)c1ccc([N+](=O)[O-])s1	-5%	3%	45µM*	?	4%
3%	3.2µM*	?	9	COc1cc(/C=N/n2c(-c3n[nH]c4c3CCC4)n[nH]c2=S)ccc1O	-19%	-22%	?	-34%	-6%
11%	42%[activator][57.1 µM]	76%[activator]	4	Fc1ccccc1CSc1ncnc2sc3c(c12)CCCC3	-10%	-14%	82%[activator][59 µM]	87%[activator]	i
0%	-17%	19%	3	CCOc1ccccc1N(CC(=O)N1CCc2ccccc2C1)S(C)(=O)=O	-7%	-4%	11%[0.501 µM]	6%	-2%
28%	-13%	20%	-2	CCc1ccc(CNC(=O)C2CCN(C(=O)c3ccc(-n4ccc5ccccc54)s3)CC2)cc1	-15%	7%	0%[59 µM]	0%	6%
-1%	3%	40%[activator]	4	CC(C)c1ccccc1NC(=O)c1cccnc1	-2%	3%	?	-4%	-10%
nt	nt	nt	-3	COc1cccc(CN2C(=NC(=O)C3CCCO3)SC3CS(=O)(=O)CC32)c1 (stereo not drawn)	-8%	-2%	nt	nt	5%
-2%	-22%	1%	0	Cc1cc(-c2ccc([N+](=O)[O-])cc2)cc(C)n1	-11%	-6%	nt	nt	2%
1%	?	-12%	-8	Cc1ccc(C(=O)Nc2ncc3c(Cl)cccc3n2)cc1	-20%	-3%	99%[activator][59 µM]	-35%[57.1 µM]	-15%
-2%	?	7%	4	O=C(Nc1ncc(S(=O)(=O)c2ccc([N+](=O)[O-])cc2)s1)c1ccccc1F	-15%	1%	-5%	-14%	-1%

Three of the compounds above, with values under each structure:
Every second line gives: Pin1 inh | JMJD2A Tudor inh | HP1b chromo inh | PI4K2A inh | POLH inh | GLS inhibitor | G9a block | BAZ2B inh | PGK inhibitor
> COc1cc(/C=N/n2c(-c3n[nH]c4c3CCC4)n[nH]c2=S)ccc1O
    3% | 3.2µM* | ? | 9 | -19% | -22% | ? | -34% | -6%
> CCOc1ccccc1N(CC(=O)N1CCc2ccccc2C1)S(C)(=O)=O
    0% | -17% | 19% | 3 | -7% | -4% | 11%[0.501 µM] | 6% | -2%
> Fc1ccccc1CSc1ncnc2sc3c(c12)CCCC3
    11% | 42%[activator][57.1 µM] | 76%[activator] | 4 | -10% | -14% | 82%[activator][59 µM] | 87%[activator] | i

(cont.)
Pin1 inh	JMJD2A Tudor inh	HP1b chromo inh	PI4K2A inh	Compound	POLH inh	GLS inhibitor	G9a block	BAZ2B inh	PGK inhibitor
0%	-17%	32%	-8	COc1ccc(N2CC(O)=C(c3nc4ccccc4s3)C2=N)cc1	-8%	-11%	-24%[12.7 µM]	-16%	-1%
-5%	-4%	45%[activator]	-17	Cc1cc(C)cc(N2CC(C)(C)C2=O)c1	-10%	4%	12%	9%	7%
1%	-17%	10%	-1	O=C(O)C1CCCCC1C(=O)N1CCN(S(=O)(=O)c2ccc(F)cc2)CC1 (stereo not drawn)	-21%	8%	nt	0%	-4%
-6%	24%	75%[activator]	-1	CC(C)c1nc2sc3c(=O)[nH]cnc3c2c2c1CCC2	-15%	-4%	18%[59 µM]	1%	-3%
-5%	-32%	-9%	13	CCOC(=O)c1ccc(N2C(=O)CC(C(=O)OC)=C2C)cc1	-13%	0%	-39%[59 µM]	-4%	9%
5%	-22%	7%[57 µM]	0	CCCCOc1ccc(S(=O)(=O)Nc2ccc(-c3ccc(N4CCC(C)CC4)nn3)cc2)cc1	2%	-9%	-23%[59 µM]	-13%	-1%
-2%	-10%	15%	3	CCCCN(C(=O)/C=C/c1ccc(OC)cc1)C1CCS(=O)(=O)C1 (stereo not drawn)	-8%	10%	-3%	15%	6%
2%	-18%	1%	-7	COc1ccc(C2CC(=O)c3cnc(NC(=O)c4ccccc4)nc3C2)c(OC)c1 (stereo not drawn)	-4%	4%	-5%[59 µM]	nt	2%
-2%	-11%	22%	-3	S=C(Nc1ccc(Cc2ccncc2)cc1)Nc1cccc(Cl)c1	-14%	-4%	?	-36%	-6%
1%	-15%	42%[activator]	6	O=C(COc1ccc2c(-c3ccccc3)cc(=O)oc2c1)Nc1cccnc1	-17%	5%	nt	-7%	1%

Pin1 inh	JMJD2A Tudor inh	HP1b chromo inh	PI4K2A inh	Compound	POLH inh	GLS inhibitor	G9a block	BAZ2B inh	PGK inhibitor
?	-36%	-17%	-22	CC(=O)Oc1cccc(N2C(=O)CC(Nc3ccc(N4CCOCC4)cc3)C2=O)c1 (stereo not drawn)	?	15%	-46%[12.7 µM]	-32%	0%
?	-35%	8%	-4	CCS(=O)(=O)NCc1ccc2c(c1)cc(C)n2C	-19%	2%	-16%[59 µM]	-35%	-8%
-4%	-14%	6%	-1	Cn1c(CCC(=O)Nc2cc(S(C)(=O)=O)ccc2Cl)nc2cc(S(=O)(=O)N3CCOCC3)ccc21	-12%	0%	10µM*	79µM*	0%
1%	-4%	46%[activator]	-1	Cc1ccc(C(=O)N2CCCc3ccccc32)c(F)c1F	-3%	2%	-6%[0.501 µM]	58%[activator]	4%
3%	-13%	-30%	-1	CC(CCc1ccccc1)NC(=O)C(Cc1ccccc1)NC(N)=O (stereo not drawn)	-7%	11%	-10%	-2%	i
1%	-29%	43%[activator]	0	COC(=O)c1scc(-c2ccc(C)cc2)c1S(=O)(=O)N1CCN(c2ccc(C(C)=O)cc2)CC1	?	-3%	-27%[59 µM]	-18%	-1%

Assay outcomes (PubChem BioAssay)
